F508del corr = correctors of CFTR F508del function in bronchial epithelial cells; CFBE cells, YFP halide quenching; stimulated with forskolin plus potentiator P3; % fluorescence drop versus neutral controls; activity (quench increase), % at 7.58 µM; actives 0.36% (n = 350,000);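 active = mean added fluorescence quench of at least 8% versus neutral control, with both replicates also reaching 8%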;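 note: cells transiently co-express mutant CFTR-F508del with the halide-sensitive YFP; corrector assay measuring rescue of mutant channel to the surface after 24 h compound exposure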
C2C12 statin = suppression of simvastatin myotoxicity; C2C12 myotubes + simvastatin, ATP luminescence, 48 h; scaled: DMSO 0, geranylgeraniol control 100; rescue of ATP level, % at 7.49 µM; actives 0.78% (n = 330,000); AID 602340;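 active = mean ATP rescue above about 67%, or every replicate alone reaching that limit, limit read from the data, passing the limit was not always enough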;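 note: myotubes were challenged with 10 µM simvastatin during compound exposure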
PGC1a acetyl inh = lowers PGC1a acetylation signal in U2OS cells; AlphaScreen anti-acetyl-lysine; with virally co-expressed GCN5 acetyltransferase; inhibition, % at 15.6 µM; actives 0.17% (n = 350,000); AID 651687;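 active = every replicate shows inhibition of at least 40%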;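 note: 0% = neutral control wells and 100% = positive control wells; some results beyond the cut were filed as inactive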
FN deposit inh = fibronectin deposition inhibition; AH1F fibroblasts, Alexa488-fibronectin deposition fluorescence, overnight; inhibition, % at 12.6 µM; actives 0.086% (n = 350,000); AID 743247;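 active = mean inhibition across replicates of 30% or more, regardless of how many single replicates reach that level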;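 note: positive control wells lacked labelled fibronectin entirely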
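Schedule: 1 h cell adhesion before compound, then overnight fibronectin incubation; test system: AH1F fibroblast monolayer depositing Alexa488-labelled fibronectin into matrix; quantity: 10000 AH1F cells per well; probe or stimulus: fluorescent fibronectin at 24 nM final; signal: fluorescence, ex 485 nm, em 525 nm; evaluation: percent inhibition as loss of matrix-bound fibronectin fluorescence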
Cneo AK release = causes C. neoformans cell lysis | adenylate kinase release luminescence, 4 h; normalised: neutral wells 0, clomiphene wells 100 | lysis activity, % at 15 µM | actives 0.2% (n = 360,000);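 active = mean lysis activity across replicates of at least 80%, whatever share of replicates individually reach that level; inactive = mean lysis activity below 80%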
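read-out = cell lysis signal | test system = log-phase Cryptococcus neoformans yeast cells | input = cells at 5 × 10^6 per mL | medium = fresh YPD growth medium | signal = luminescent adenylate kinase detection reagent | timing = 4 h at 37 °C static, read 1 h later | dosing = single dose | controls = Clomiphene as positive lysis control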
GSIS activator = primary screen for activators of insulin secretion dependent on glucose, INS-1E cells, GLuc reporter luminescence | actives 0.61% (n = 370,000) | AID 743287 | INS-1E GLuc reporter insulin secretion, 2-3 h | activation, % at 16.6 µM;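 active = lowest replicate activation of at least 40%, so every replicate reaches that level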;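 note: 0% = median of neutral control wells and 100% = median of IBMX positive control wells; some compounds called inactive have numbers as strong as hits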
miR-122 sensor = inhibitors of miR-122 in Huh7 cells; AID 602342; activation (reporter increase), % at 12.5 µM; Huh7 miR-122 Renilla luciferase sensor, 48 h; neutral wells = 0, positive control = 100; actives 0.3% (n = 340,000);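 active = mean replicate activation score at least 90 and every replicate individually at or above 90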;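 note: higher luciferase means less miR-122 activity so hits act as miR-122 inhibitors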
PglD inh = inhibitors of Campylobacter jejuni PglD acetyltransferase | actives 0.098% (n = 360,000) | AID 602405 | purified PglD enzyme, DTNB colorimetric CoA detection | inhibition, % at 12.5 µM; in the data active = inhibition above about 16%, passing the limit was not always enough; note: strong numbers were not always called active
Active calls of the source: *; . = not tested or not shown; [ ] = another dose, or the depositor's remark.

Screens in order: F508del corr, C2C12 statin, PGC1a acetyl inh, FN deposit inh, Cneo AK release, GSIS activator, miR-122 sensor, PglD inh
CSc1nc(Cl)cc(N2CCOCC2)n1
→ 2.1, 2, 11, 6, ., 53*, 1, .
O=C(NCC[C@H]1CC[C@@H](NS(=O)(=O)c2ccccc2)[C@@H](CO)O1)c1cc(Cl)cc(Cl)c1
→ 0.7, 20, -5, 0, -1, -7, 35[16.7 µM], 1
O=C(NCC[C@H]1CC[C@H](NC(=O)C2CC2)[C@@H](CO)O1)Nc1ccc(C(F)(F)F)cc1
→ 3.0, -18, 9, -10, -3, 37, ., -2
O=C(NN1C(=O)NC2(CCCCC2)C1=O)c1ccc(Cl)c(Cl)c1
→ -1.5, -10, -2, 7, 0, ., 26, 3
CCc1nnc(NS(=O)(=O)c2ccc(NC(=S)NC(=O)/C=C/c3ccc([N+](=O)[O-])cc3)cc2)s1
→ -1.9, 2, 18, -2, -1, -13, 1, -6
O=C(c1cccc(N2C(=O)c3ccccc3C2=O)c1)N1CCCC(C(F)(F)F)C1 (stereo unspecified)
→ -3.2, -3, ., 4, 1, -5, -3, -2
O=C(NCc1ccccn1)c1ccc(Cl)cc1Cl
→ ., 0, 5, ., ., 2, 0, .
CCO[C@H]1OC(C(=O)NC2CC2)=C[C@@H](c2ccc3c(c2)OCO3)[C@@H]1CCCO
→ 1.0, 4, -3, -24, -3, -8, -4, -4
N#Cc1cccc(-c2ccc([C@@H]3[C@H]4CN(C(=O)Nc5ccccc5)CCCCN4[C@H]3CO)cc2)c1
→ 4.1, ., -13, ., 0, 3, 3[16.7 µM], 2
Cc1c(C#N)c(=O)c(-[n+]2ccccc2)c([S-])n1-c1ccc(Cl)cc1
→ -0.3, ., -6, 13, 5, -2, 6, 3

Three structures from above, ordered by length of the SMILES, lowest first:
Screens in order: F508del corr, C2C12 statin, PGC1a acetyl inh, FN deposit inh, Cneo AK release, GSIS activator, miR-122 sensor, PglD inh
O=C(NN1C(=O)NC2(CCCCC2)C1=O)c1ccc(Cl)c(Cl)c1
→ -1.5, -10, -2, 7, 0, ., 26, 3
Cc1c(C#N)c(=O)c(-[n+]2ccccc2)c([S-])n1-c1ccc(Cl)cc1
→ -0.3, ., -6, 13, 5, -2, 6, 3
CCO[C@H]1OC(C(=O)NC2CC2)=C[C@@H](c2ccc3c(c2)OCO3)[C@@H]1CCCO
→ 1.0, 4, -3, -24, -3, -8, -4, -4

The results go on.
Screens in order: F508del corr, C2C12 statin, PGC1a acetyl inh, FN deposit inh, Cneo AK release, GSIS activator, miR-122 sensor, PglD inh
O=C(c1cccs1)N(C(=O)c1cccs1)c1ccccn1
→ 1.3, 6, ., ., -1, 4, -3, 3
O=C(Nc1ccccc1-c1ccccc1)C(c1ccccc1)c1ccccc1
→ ., ., -12, ., -1, -14, -1, -3
Cc1c(C(=O)N2CCN(c3cccc(Cl)c3)CC2)cccc1[N+](=O)[O-]
→ -1.7, 7, -16, -4, -2, -26, -4, -1
CCOC(=O)N1CCN(C(=O)CSc2ccc(Cl)cc2)CC1
→ ., ., 0, ., -5, ., -1, 3
COc1ccc(OC)c(NC(=O)Cc2nn(C)c(=O)c3ccccc23)c1
→ ., -8, 7, ., 0, ., 5, -1
Cc1cc(/C=C2/NC(=O)NC2=O)c(C)n1-c1cccnc1
→ -1.9, ., 10, 2, -29, 1, 1, 3
COc1ccc(C2c3ccc(O)cc3Oc3ncn4nc(-c5ccncc5)nc4c32)cc1OC (stereo unspecified)
→ 1.5, ., 10, 3, ., 21, ., .
O=C(CSc1n[nH]c(-c2ccccc2)n1)N1CCCC1
→ 1.8, 5, ., -4, -1, -3, -5, -3
COc1ccc(NC(=O)N(C)C[C@H]2OCCCC[C@@H](C)Oc3ccc(NS(=O)(=O)c4c(C)noc4C)cc3C(=O)N([C@H](C)CO)C[C@@H]2C)cc1
→ -2.4, -9, 6, ., -2, 4, -7[16.7 µM], -2
COc1cc(S(=O)(=O)N2CCCCC2)ccc1NC(=O)c1ccc(F)cc1
→ ., -1, 2, 12, 2, ., 2, 1

Screens in order: F508del corr, C2C12 statin, PGC1a acetyl inh, FN deposit inh, Cneo AK release, GSIS activator, miR-122 sensor, PglD inh
CN(CC(=O)Nc1ccccc1Cl)C(=O)c1ccccc1Sc1ccccc1C#N
→ -2.7, -3, 5, 6, -1, -21, -4, 4
CC(NS(=O)(=O)c1ccc(Br)cc1)c1ccccc1 (stereo unspecified)
→ -0.2, 6, -4, -2, -1, -6, 19, 1
C=CC[C@@H](CC(=O)N[C@H](CO)Cc1ccccc1)C(=O)N[C@H](COC(=O)[C@@H](CC=C)CC(=O)OC(C)(C)C)Cc1ccccc1
→ 0.7, -15, -6, 0, 1, ., -8, 3
Cc1ccc(NC(=O)CSc2nnnn2-c2ccc3c(c2)OCO3)cc1C
→ ., ., -5, ., -1, ., 8, -3
COc1ccc2[nH]c(=S)[nH]c2c1
→ ., -2, 5, ., -2, 5, -3, 5
CSc1cccc(NC(=O)CN2C(=O)COc3ccc(S(=O)(=O)N4CCOCC4)cc32)c1
→ 0.1, 13, -1, 4, 5, -14, ., -2
CC(=O)Nc1ccc(SCC(=O)N(CCC#N)c2ccc(C)cc2)cc1
→ ., -4, ., -2, -4, ., -7, -3
COc1cc(OC)c(C2C(C(=O)O)c3ccccc3C(=O)N2C)cc1OC (stereo unspecified)
→ ., -5, 6, ., -2, ., -3, .
Cn1c(C(=O)N[C@@H](Cc2ccccc2)C(=O)O)cc2cc(F)ccc21
→ -2.5, 6, -3, 1, 0, 3, 21, 6
CCCCCC1CC(COc2ccccc2)OC1=O (stereo unspecified)
→ 3.0, -2, 7, -4, -3, -3, 3, -2

Screens in order: F508del corr, C2C12 statin, PGC1a acetyl inh, FN deposit inh, Cneo AK release, GSIS activator, miR-122 sensor, PglD inh
COC(=O)c1ccncc1N
→ -1.8, ., 0, -11, ., 0, -6, .
O=C(C[C@@H]1CC[C@@H](NC(=O)Nc2ccc(C(F)(F)F)cc2)[C@@H](CO)O1)NCc1cccc(F)c1
→ 4.1, -5, -3, ., 71, -19, ., 0
CCN(CC)C(=O)Oc1ccc(Br)cc1C(=O)Nc1ccc(F)c(Cl)c1
→ -1.2, -9, 4, -6, 6, ., 26, -1
COc1cccc(C2CC(C(F)(F)F)n3nc(C(=O)Nc4c(C)n(C)n(-c5ccccc5)c4=O)cc3N2)c1 (stereo unspecified)
→ 0.8, 4, 2, 1, 2, -28, -1, 0
C[C@@H]1CN([C@@H](C)CO)C(=O)c2cc(NC(=O)NC3CCCCC3)ccc2O[C@H]1CN(C)C(=O)Nc1cccc2ccccc12
→ -1.9, 2, 3, ., -1, 13, -4[16.7 µM], 3
O=C(NCc1ccco1)c1ccccc1NS(=O)(=O)c1ccc2c(c1)OCCO2
→ ., 109*, -4, ., 1, ., -1, -2
CSc1ccccc1OCc1cc(C(=O)N2CCN3CCCC3C2)no1 (stereo unspecified)
→ -1.0, -1, 6, -12, -2, -5, 3, -3
Cc1ccsc1C(=O)OCC(=O)NC1CC1
→ -0.7, 3, -4, -1, 7, 2, 3, 6
CCNc1nc(NCC)nc(NC(N)=S)n1
→ 4.4, 12, 6, -2, -1, -10, -12, -4
CCN1[C@@H]2c3ccc(-c4ccc(F)cc4)c(=O)n3C[C@H]1[C@H](CO)[C@H]2C(=O)Nc1nccs1
→ ., -7, ., 3, -2, -4, ., -2

Arranged by value in PglD inh (descending): three from the list above.
smiles	F508del corr	PGC1a acetyl inh	GSIS activator	miR-122 sensor	PglD inh
Cc1ccsc1C(=O)OCC(=O)NC1CC1	-0.7	-4	2	3	6
CCN(CC)C(=O)Oc1ccc(Br)cc1C(=O)Nc1ccc(F)c(Cl)c1	-1.2	4	.	26	-1
CCN1[C@@H]2c3ccc(-c4ccc(F)cc4)c(=O)n3C[C@H]1[C@H](CO)[C@H]2C(=O)Nc1nccs1	.	.	-4	.	-2

The list continues:
Screens in order: F508del corr, C2C12 statin, PGC1a acetyl inh, FN deposit inh, Cneo AK release, GSIS activator, miR-122 sensor, PglD inh
O=C(Cc1csc(-c2cccc(F)c2)n1)Nc1cccc(S(=O)(=O)NC2=NCCC2)c1
→ -0.2, 4, 3, 7, -2, 4, 7, 5
COC(=O)C[C@@H]1C[C@H]2c3cc(NC(=O)Nc4ccccc4)ccc3O[C@H]2[C@H](CO)O1
→ -0.3, 0, -1, ., 13, 9, 2[16.7 µM], 1
O=C(NCCCN1CCCC1=O)C(=O)NCC1OCCCN1S(=O)(=O)c1cc(F)ccc1F (stereo unspecified)
→ 1.4, ., ., 8, -1, -18, ., .
N#C[C@H]1[C@H](c2ccc(-c3ccccc3F)cc2)[C@H](CO)N1C(=O)C1CC1
→ -3.7, 15, -12, -2, -5, 3, ., -1
COc1ccc(NC(=S)Nc2ccc3c(c2)c(=O)n(C)n3-c2ccccc2)cc1
→ 0.7, 1, 0, -2, 0, -7, 3, 6
O=C(Cn1cnc2c(cnn2-c2ccc(Cl)cc2)c1=O)NC1CCCCC1
→ -1.3, 8, 5, 0, -1, 8, -8, 3
COc1cccc(NC(=O)NCCC2=CCCCC2)c1
→ 4.8, -8, 9, -8, -2, -10, 16, -4
NC(=O)C1CCN(CC(=O)Nc2ccc3c(c2)OCCO3)CC1
→ -0.9, 0, ., -1, 0, -2, ., -2
CN(C)/C=C1/C=C(c2ccccc2)OC1=O
→ 1.9, -3, 4, ., 0, 4, -2, 1
COc1cccc(N2CCN(C(=O)Cn3c(=O)oc4ccccc43)CC2)c1
→ 3.9, 3, -13, 3, 2, ., 2, 7

Screens in order: F508del corr, C2C12 statin, PGC1a acetyl inh, FN deposit inh, Cneo AK release, GSIS activator, miR-122 sensor, PglD inh
Cc1cc(=O)[nH]c(SCC(=O)Nc2nc(-c3ccccc3)cs2)n1
→ ., -17, -3, ., -6, ., 6, -7
CCOc1cc(C)c(-c2onc(C(F)(F)F)c2-c2csc(C)n2)c(O)c1
→ -5.5, 3, -2, ., -1, -19, 5, -3
CCC(Oc1ccccc1)C(=O)Nc1nnc(S(=O)(=O)N2CCCCC2)s1 (stereo unspecified)
→ -0.1, -10, -3, -5, -3, -9, 2, 3
O=C(CNCCN1CCOCC1)Nc1ccccc1Sc1ccccc1
→ 0.3, -1, 1, 1, -1, 15, -14, 3
COCCN1Cc2cccc(C(=O)Nc3cccc(OC)c3)c2C1=O
→ ., -9, 13, ., -2, ., -9, -3
CCCCc1nc2cc(C(=O)NCc3cc(C)n(C)n3)ccc2o1
→ 1.6, 10, 0, 3, 0, 22, -4, -2
O=C(C[C@@H]1CC[C@H](NC(=O)Nc2cc(F)ccc2F)[C@@H](CO)O1)NCCCN1CCOCC1
→ 2.1, -2, 5, -2, -1, 14, ., 0
O=C(N/N=C/c1sc(=O)[nH]c1-[n+]1ccccc1)c1ccccc1[O-]
→ 0.6, ., -2, -7, -2, 13, -3, -1
COc1ccc(NS(=O)(=O)c2ccc(C(=O)N3CCN(c4ccc(F)cc4)CC3)cc2)cc1
→ 3.1, -11, -4, -1, -4, -34, -2, 4
CCC(=O)N(C)C[C@H]1Oc2cc(-c3ccc(C)cc3)ccc2S(=O)(=O)N([C@H](C)CO)C[C@H]1C
→ -2.5, -1, 2, 6, -5, -15, -19[16.7 µM], 1
CCC(C)C(NC(=O)C1CCC(C)CC1)C(=O)NCc1ccco1 (stereo unspecified)
→ 1.6, -2, ., -1, 0, -6, 2, 2
CSc1ccccc1NC(=O)C1CCCN(S(C)(=O)=O)C1 (stereo unspecified)
→ -0.1, 2, 9, 3, 3, -4, 5, -4
C/C(=N\NC(=O)Cn1nnc2ccccc21)c1ccco1
→ -0.9, 3, 1, -1, 3, 7, 15, -1

Source: PubChem
